Compound activity deposited in PubChem by several laboratories.
Rac1 GTP hydrolysis: MgcRacGAP GTPase-activating activity inhibitors, confirmation, biochemical, ADP Hunter fluorescence. hit rate 0.6% among 340,000. inhibition, % at 30 µM; hits with a dose series show IC50 in µM. MgcRacGAP-stimulated Rac1 GTP hydrolysis, ADP Hunter fluorescence; higher % means a stronger effect; GST-tagged Rac1 F28L mutant substrate;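 active = first-screen hits whose inhibition reached a set limit at any dose in the follow-up dose series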;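 note: fluorescence reports GDP produced by GAP-driven GTP hydrolysis; strong numbers were not always called active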
GPR35 arrestin U2OS: inhibition of zaprinast-stimulated GPR35 beta-arrestin translocation – imaging, U2OS, beta-arrestin-GFP, zaprinast agonist, primary screen (AID 2058). U2OS GPR35 beta-arrestin-GFP translocation imaging, zaprinast antagonism; higher % means a stronger effect. inhibition, % at 10 µM; hits with a dose series show IC50 in µM. hit rate 0.052% among 290,000;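 active = inhibition of at least 50% with at least 30 cells and total cytoplasm GFP at most 10,000,000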
AID2073: inhibitors of Mint1-CaV2.2 protein interaction, biochemical, HTRF (AID 2073); HTRF protein-protein interaction, Mint1-CaV2.2; higher % means a stronger effect; inhibition, % at 20 µM; hits with a dose series show IC50 in µM; hit rate 0.19% among 290,000; in the data active = inhibition mostly above about 51%, no sharp cut-off; note: some results filed as inactive read as strong as hits
Large T inhibition: SV40 large T antigen inhibitors, biochemical (AID 1903) | SV40 large T antigen ATPase/helicase inhibition assay; higher % means a stronger effect | one-dose inhibition, % at 20 µM; IC50 in µM for titrated hits | hit rate 0.39% among 310,000; in the data active = a potency from the dose series; note: strong numbers were not always called active
GPR55 beta-arrestin: GPR55 agonists via beta-arrestin recruitment, primary screen, imaging, U2OS cells, beta-arrestin-GFP redistribution (AID 1961) | hit rate 0.048% among 290,000 | U2OS GPR55 beta-arrestin-GFP redistribution imaging; higher % means a stronger effect | activation, % at 10 µM; hits with a dose series show EC50 in µM;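 active = activation above 40% with more than 50 cells counted in the well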;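 note: U2OS osteosarcoma cells stably expressing GPR55 and beta-arrestin-GFP; plate controls were DMSO negative control for no effect and LPI positive control for full effect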
NTR1 agonist: agonists of NTR1, primary screen, imaging, U2OS cells, beta-arrestin-GFP, high content (AID 493036). NTR1-U2OS beta-arrestin-GFP spot imaging, agonist mode. activation, % at 20 µM. hit rate 0.17% among 330,000;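 active = activation at or above 40% of the spot to cytoplasm intensity ratio, with at least 20 cells analyzed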;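 note: 0% = DMSO without peptide and 100% = 100 nM NTR1 peptide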
Target sequence (P30989 whole entry, looked up): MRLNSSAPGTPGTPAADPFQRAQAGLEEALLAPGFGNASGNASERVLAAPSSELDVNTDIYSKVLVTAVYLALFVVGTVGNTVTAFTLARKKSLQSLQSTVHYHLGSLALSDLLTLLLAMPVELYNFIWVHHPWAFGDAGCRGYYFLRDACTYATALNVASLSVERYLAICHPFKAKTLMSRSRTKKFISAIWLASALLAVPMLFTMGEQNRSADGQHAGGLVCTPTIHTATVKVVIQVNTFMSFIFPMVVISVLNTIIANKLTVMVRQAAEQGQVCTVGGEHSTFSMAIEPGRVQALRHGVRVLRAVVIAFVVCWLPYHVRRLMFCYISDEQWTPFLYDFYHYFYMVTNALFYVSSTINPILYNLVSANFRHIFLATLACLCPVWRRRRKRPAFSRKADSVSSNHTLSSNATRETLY
Yfh1-off respiration: enhancers of respiration in Yfh1-depleted yeast, dose response, Friedreich's ataxia, plus single-dose screen (AID 1465). S. cerevisiae Yfh1-off respiration, WST-1 reduction, 72 h; higher fold induction means a stronger effect. one-dose fold induction at 50 µM; EC50 in µM for titrated hits. hit rate 0.074% among 220,000;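 active = fold induction of absorbance versus untreated yeast above a set limit, then at least 30% activation at any dose in follow-up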;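 note: activators that raise dye reduction in frataxin-depleted yeast; strong numbers were not always called active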
Dengue-2 NS5 capping: flavivirus cap methylation enzyme inhibition – biochemical, confirmation dose response, primary screen (AID 588689). Dengue-2 NS5 methyltransferase capping enzyme assay, biochemical; higher % means a stronger effect. one-dose inhibition, % at 25 µM; IC50 in µM for titrated hits. hit rate 0.3% among 340,000; in the data active = a potency from the dose series
GPR55 LPI antagonism: GPR55 antagonists blocking LPI-driven arrestin recruitment, primary screen, imaging, U2OS, beta-arrestin-GFP, LPI agonist (AID 2013); U2OS GPR55 beta-arrestin-GFP translocation imaging, LPI antagonism; higher % means a stronger effect; hit rate 0.13% among 290,000; one-dose inhibition, % at 10 µM; IC50 in µM for titrated hits;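 active = spots per cell inhibited over 60%, with over 100 cells counted and total cytoplasm intensity under 500,000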;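 note: U2OS cells stably carrying GPR55 and arrestin-GFP stimulated by 5 µM LPI near EC80; imaged beta-arrestin-GFP aggregate spots per cell after agonist stimulation; plate controls were LPI-stimulated DMSO wells for no effect and DMSO wells without LPI for full effect; some results filed as inactive read as strong as hits; confirmed hits need IC50 under 10 µM and bright autofluorescent wells are also inconclusive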
NTR1 agonist cell count 20 µM: further read-out of NTR1 agonist, marked with its call; cell count; measured here: cell count, cytotoxicity flag
Dengue-2 NS5 capping pilot replicate: further read-out of Dengue-2 NS5 capping, marked with its call; inhibition, %; measured here: pilot screen replicate inhibition
* = called active by the depositor.

Start of the data: the first two records (preview)
For CCOc1ccc(N(Cc2ccc(C(=O)O)cc2)S(=O)(=O)c2ccc(C)cc2)cc1 the results were Rac1 GTP hydrolysis 10%, GPR35 arrestin U2OS 16%, AID2073 38%, Large T inhibition 27%, GPR55 beta-arrestin 0.0%, NTR1 agonist -0.4, Dengue-2 NS5 capping -1% and NTR1 agonist cell count 20 µM 60.
Screening CS(=O)(=O)c1ccc(-c2cccc(NC(=O)c3ccc(Br)o3)c2)nn1 returned Rac1 GTP hydrolysis 5%, Large T inhibition 17%, NTR1 agonist 8.6, Dengue-2 NS5 capping -4% and NTR1 agonist cell count 20 µM 53.

Main list, previewed entries included:
For CCOc1ccc(N(Cc2ccc(C(=O)O)cc2)S(=O)(=O)c2ccc(C)cc2)cc1 the results were Rac1 GTP hydrolysis 10%, GPR35 arrestin U2OS 16%, AID2073 38%, Large T inhibition 27%, GPR55 beta-arrestin 0.0%, NTR1 agonist -0.4, Dengue-2 NS5 capping -1% and NTR1 agonist cell count 20 µM 60.
Screening CS(=O)(=O)c1ccc(-c2cccc(NC(=O)c3ccc(Br)o3)c2)nn1 returned Rac1 GTP hydrolysis 5%, Large T inhibition 17%, NTR1 agonist 8.6, Dengue-2 NS5 capping -4% and NTR1 agonist cell count 20 µM 53.
Screening Cc1nc(C)c(Oc2ccc(Cl)cc2Cl)c(=O)[nH]1 returned Rac1 GTP hydrolysis 9%, GPR35 arrestin U2OS 4%, AID2073 4%, Large T inhibition 8%, GPR55 beta-arrestin -0.2%, NTR1 agonist -0.3, Yfh1-off respiration inactive, Dengue-2 NS5 capping 4%, GPR55 LPI antagonism 8% and NTR1 agonist cell count 20 µM 46.
CCn1nc(NC(=O)c2ccco2)c2cc3ccc(C)cc3nc21 was read as Rac1 GTP hydrolysis 13%, GPR35 arrestin U2OS 21%, AID2073 20%, Large T inhibition 10%, GPR55 beta-arrestin 0.3%, NTR1 agonist -0.1, Yfh1-off respiration inactive, Dengue-2 NS5 capping -6%, GPR55 LPI antagonism 11% and NTR1 agonist cell count 20 µM 45.
`Cc1cc(NC(=O)c2noc3c2CCCC3)n(-c2ccccc2)n1` gave Rac1 GTP hydrolysis 6%, GPR35 arrestin U2OS -14%, AID2073 23%, Large T inhibition 0%, GPR55 beta-arrestin -0.1%, NTR1 agonist 1.7, Yfh1-off respiration inactive, Dengue-2 NS5 capping 1%, GPR55 LPI antagonism 13% and NTR1 agonist cell count 20 µM 62.
COCCN(CCOC)S(=O)(=O)c1ccc(C(=O)Nc2nc(-c3ccccc3)c(C(=O)c3ccccc3)s2)cc1 was read as Rac1 GTP hydrolysis 3%, GPR35 arrestin U2OS -5%, AID2073 14%, Large T inhibition 9%, GPR55 beta-arrestin -0.2%, NTR1 agonist 2.5, Yfh1-off respiration inactive, Dengue-2 NS5 capping 4%, GPR55 LPI antagonism 0% and NTR1 agonist cell count 20 µM 79.
`CCN(CC)C(=O)c1sc(NC(=O)Cc2ccccc2)c(C#N)c1C` gave Rac1 GTP hydrolysis 9%, GPR35 arrestin U2OS 3%, AID2073 6%, Large T inhibition 2%, GPR55 beta-arrestin -0.3%, NTR1 agonist -1.4, Yfh1-off respiration inactive, Dengue-2 NS5 capping 1%, GPR55 LPI antagonism -4% and NTR1 agonist cell count 20 µM 49.
For O=C(Nc1cc([N+](=O)[O-])ccc1F)c1ccc2c(c1)OCCO2 the results were Rac1 GTP hydrolysis -4%, GPR35 arrestin U2OS -13%, AID2073 2%, Large T inhibition 5%, GPR55 beta-arrestin -0.4%, NTR1 agonist 0.8, Yfh1-off respiration inactive, Dengue-2 NS5 capping 4%, GPR55 LPI antagonism -3% and NTR1 agonist cell count 20 µM 58.
`Cc1ccccc1-c1noc(-c2cccs2)n1` gave Rac1 GTP hydrolysis 0%, GPR35 arrestin U2OS -16%, AID2073 9%, Large T inhibition 4%, GPR55 beta-arrestin 0.3%, NTR1 agonist 2.4, Yfh1-off respiration inactive, Dengue-2 NS5 capping -2%, GPR55 LPI antagonism 0% and NTR1 agonist cell count 20 µM 93.
CC(C)(C)NC(=O)C(c1cccs1)N(C(=O)c1csnn1)c1cccc(F)c1 (stereo unspecified) was read as Rac1 GTP hydrolysis -3%, GPR35 arrestin U2OS 2%, AID2073 -12%, Large T inhibition 2%, GPR55 beta-arrestin -0.1%, NTR1 agonist -0.4, Yfh1-off respiration inactive, Dengue-2 NS5 capping -10%, GPR55 LPI antagonism 7% and NTR1 agonist cell count 20 µM 42.
Screening Cc1nc2cc(-n3ccc(=O)cc3)ccc2n1-c1ccccc1 returned Rac1 GTP hydrolysis 12%, GPR35 arrestin U2OS -15%, AID2073 1%, Large T inhibition 3%, GPR55 beta-arrestin -0.1%, NTR1 agonist 1.3, Yfh1-off respiration inactive, Dengue-2 NS5 capping -3%, GPR55 LPI antagonism 1% and NTR1 agonist cell count 20 µM 40.
CCOc1cc(C(=O)Nc2cc(C)ccn2)cc(OCC)c1OCC was read as Rac1 GTP hydrolysis 12%, GPR35 arrestin U2OS -4%, AID2073 -5%, Large T inhibition -10%, GPR55 beta-arrestin -0.1%, NTR1 agonist 0.6, Yfh1-off respiration inactive, Dengue-2 NS5 capping 4%, GPR55 LPI antagonism -4% and NTR1 agonist cell count 20 µM 65.
`CCOC(=O)C(C)Sc1nc(=O)n2ccccc2n1` (stereo unspecified) gave Rac1 GTP hydrolysis 1%, GPR35 arrestin U2OS -4%, AID2073 5%, Large T inhibition 1%, GPR55 beta-arrestin -0.4%, NTR1 agonist -0.8, Yfh1-off respiration inactive, Dengue-2 NS5 capping -5%, GPR55 LPI antagonism 3% and NTR1 agonist cell count 20 µM 41.
Screening O=C(CCSc1ccccc1)NC1CCCCCC1 returned Rac1 GTP hydrolysis 4%, GPR35 arrestin U2OS -9%, AID2073 -4%, Large T inhibition 6%, GPR55 beta-arrestin -0.1%, NTR1 agonist 1.1, Yfh1-off respiration inactive, Dengue-2 NS5 capping 0%, GPR55 LPI antagonism 16% and NTR1 agonist cell count 20 µM 40.
Screening Cc1cc(=O)n(Cc2ccccc2)c(O)c1C#N returned Rac1 GTP hydrolysis 6%, GPR35 arrestin U2OS 2%, AID2073 15%, Large T inhibition 6%, GPR55 beta-arrestin -0.2%, NTR1 agonist 0.0, Dengue-2 NS5 capping 2%, GPR55 LPI antagonism 14% and NTR1 agonist cell count 20 µM 61.
`O=C(NCc1ccccc1Cl)C1CCN(S(=O)(=O)N2CCCCCC2)CC1` gave Rac1 GTP hydrolysis 10%, GPR35 arrestin U2OS -3%, AID2073 1%, Large T inhibition 22%, GPR55 beta-arrestin -0.2%, NTR1 agonist 0.7, Yfh1-off respiration inactive, Dengue-2 NS5 capping 7%, GPR55 LPI antagonism 3% and NTR1 agonist cell count 20 µM 61.
`CCc1ccc(-c2nnn(Cc3nc4ccccc4s3)n2)cc1` gave Rac1 GTP hydrolysis 11%, GPR35 arrestin U2OS -15%, AID2073 -7%, Large T inhibition 1%, GPR55 beta-arrestin 0.8%, NTR1 agonist 6.6, Yfh1-off respiration inactive, Dengue-2 NS5 capping -7%, GPR55 LPI antagonism -7%, NTR1 agonist cell count 20 µM 80 and Dengue-2 NS5 capping pilot replicate 5.5.
`COc1cc2ccccc2cc1C(=O)N1CCOCC1` gave Rac1 GTP hydrolysis 15%, Large T inhibition 11%, NTR1 agonist -0.8, Dengue-2 NS5 capping 5% and NTR1 agonist cell count 20 µM 43.
Screening COc1ccc(Cl)cc1NC(=O)CN1CCN(S(=O)(=O)c2ccc(F)cc2)CC1 returned Rac1 GTP hydrolysis 4%, GPR35 arrestin U2OS 16%, AID2073 11%, Large T inhibition 6%, GPR55 beta-arrestin 0.0%, NTR1 agonist 2.2, Dengue-2 NS5 capping -2%, GPR55 LPI antagonism -4% and NTR1 agonist cell count 20 µM 42.
`Cc1nnc(NC(=O)CCSc2ccccc2)s1` gave Rac1 GTP hydrolysis 6%, GPR35 arrestin U2OS 9%, AID2073 -3%, Large T inhibition 1%, GPR55 beta-arrestin 0.1%, NTR1 agonist 0.5, Yfh1-off respiration inactive, Dengue-2 NS5 capping -1%, GPR55 LPI antagonism -8% and NTR1 agonist cell count 20 µM 58.
Screening Cn1cccc1-c1nc2ccc([N+](=O)[O-])cc2[nH]1 returned Rac1 GTP hydrolysis 14%, GPR35 arrestin U2OS 6%, AID2073 6%, Large T inhibition 25%, GPR55 beta-arrestin -0.1%, NTR1 agonist -1.7, Dengue-2 NS5 capping 0%, GPR55 LPI antagonism 8% and NTR1 agonist cell count 20 µM 83.
`CC(C)(C)Nc1nc(Nc2ccc([N+](=O)[O-])cc2)nc(NC(C)(C)C)n1` gave Rac1 GTP hydrolysis 13%, GPR35 arrestin U2OS 4%, AID2073 10%, Large T inhibition 10%, GPR55 beta-arrestin 0.2%, NTR1 agonist 5.8, Dengue-2 NS5 capping -1%, GPR55 LPI antagonism -13% and NTR1 agonist cell count 20 µM 67.
For O=C(CCC(=O)N1CCN(c2cccc(Cl)c2)CC1)N1CCN(c2ccccc2)CC1 the results were Rac1 GTP hydrolysis 10%, GPR35 arrestin U2OS -2%, AID2073 7%, Large T inhibition 7%, GPR55 beta-arrestin 0.5%, NTR1 agonist 2.8, Dengue-2 NS5 capping 3%, GPR55 LPI antagonism -3% and NTR1 agonist cell count 20 µM 52.
CCCn1c(=O)c(Br)cn(-c2ccccc2C)c1=O was read as Rac1 GTP hydrolysis 4%, GPR35 arrestin U2OS -15%, AID2073 -7%, Large T inhibition 7%, GPR55 beta-arrestin 0.1%, NTR1 agonist -0.8, Yfh1-off respiration inactive, Dengue-2 NS5 capping -6%, GPR55 LPI antagonism 8% and NTR1 agonist cell count 20 µM 47.
For Cn1c(CSc2nc3ccccc3s2)n[nH]c1=S the results were Rac1 GTP hydrolysis 8%, GPR35 arrestin U2OS -7%, AID2073 -24%, Large T inhibition 10%, GPR55 beta-arrestin 8.6%, NTR1 agonist -0.4, Yfh1-off respiration inactive, Dengue-2 NS5 capping 1%, GPR55 LPI antagonism 9% and NTR1 agonist cell count 20 µM 63.
Screening C=CCN(CC=C)c1ccc(N2C(=O)C3CCCCC3C2=O)cc1[N+](=O)[O-] (stereo unspecified) returned Rac1 GTP hydrolysis -9%, GPR35 arrestin U2OS 7%, AID2073 13%, Large T inhibition 4%, GPR55 beta-arrestin -0.4%, NTR1 agonist 5.7, Yfh1-off respiration inactive, Dengue-2 NS5 capping -8%, GPR55 LPI antagonism 2% and NTR1 agonist cell count 20 µM 69.
Cc1ccc(C2C=C(c3ccc4c(c3)OCO4)Nc3ncnn32)cc1 (stereo unspecified) was read as Rac1 GTP hydrolysis 15%, GPR35 arrestin U2OS 8%, AID2073 21%, Large T inhibition 16%, GPR55 beta-arrestin -0.1%, NTR1 agonist 5.6, Dengue-2 NS5 capping 6%, GPR55 LPI antagonism 14% and NTR1 agonist cell count 20 µM 42.
